Screening data (PubChem)
ATG4B inh: ATG4B protease inhibitors, primary screen, biochemical, fluorescence, uHTS. Cysteine protease ATG4B (Homo sapiens), Q9Y4P1. ATG4B cleavage of LC3-PLA2, NBD-HPC fluorescence, 1 h. inhibition, % at 8.33 µM. hit rate 0.51% among 340,000. AID 504462, 2011; in the data active means inhibition above about 40%
HKDC1 inhibitor: HKDC1 hexokinase inhibitors, primary screen, biochemical, fluorescence, uHTS | Q2TB90 | recombinant HKDC1, G6PDH/diaphorase resazurin coupled fluorescence | inhibition, % at 20 µM | hit rate 0.16% among 340,000;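 active means inhibition above about 35% when tested at 20 µM, limit read from the data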;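 further: plate controls were DMSO wells with enzyme for no effect and DMSO wells lacking enzyme for full effect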
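Incubation: 90 min at room temperature in dark / Material: recombinant HKDC1 (HK5) hexokinase enzyme, produced in-house / Quantity: enzyme 5 µg/mL final / Compound: one dose of 20 µM, 1% DMSO / Reagent: glucose and ATP substrates / Buffer or medium: Tris pH 8.0 buffer with MgCl2, Tween-20, BSA, BME / Technique: resorufin fluorescence at 613 nm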
PfG6PD inh: PfG6PD enzyme inhibitors, primary screen, biochemical, fluorescence intensity, uHTS; hit rate 0.78% among 350,000; inhibition, % at 20 µM; glucose-6-phosphate dehydrogenase-6-phosphogluconolactonase (Plasmodium falciparum 3D7); PfGluPho enzyme, NADPH resazurin-diaphorase fluorescence; AID 504690, 2011;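 active means inhibition reaching at least a set limit at 20 µM in the primary screen, cut at about 59% in these data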;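 further: 0% = DMSO wells with substrate and 100% = DMSO wells lacking glucose-6-phosphate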
SENP8 inh: human SENP8 protease inhibitors, primary screen, biochemical, fluorescence, Nedd8 protein substrate, uHTS; AID 602440, 2012; hit rate 0.64% among 360,000; recombinant SENP8; inhibition, % at 20 µM; Sentrin-specific protease 8 (Homo sapiens), Q96LD8; in the data active means inhibition mostly above about 40%, no sharp cut-off; inactive means mostly below about 27%
Target sequence (Q96LD8 whole entry, looked up): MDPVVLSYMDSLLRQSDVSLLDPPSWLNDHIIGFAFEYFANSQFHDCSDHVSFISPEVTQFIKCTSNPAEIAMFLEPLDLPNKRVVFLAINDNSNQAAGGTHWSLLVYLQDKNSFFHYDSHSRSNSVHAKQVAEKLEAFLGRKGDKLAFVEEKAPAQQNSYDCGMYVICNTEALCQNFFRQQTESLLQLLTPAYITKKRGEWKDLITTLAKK
SENP6 block: SENP6 protease inhibitors, primary screen, biochemical, luminescence, uHTS; Sentrin-specific protease 6 (Homo sapiens), Q9GZR1; Recombinant SENP6 catalytic domain, aminoluciferin luminescence; inhibition, % at 10 µM; hit rate 1.8% among 330,000;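 active means inhibition above about 50% at the single tested dose, limit read from the data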;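 further: plate controls were DMSO wells with enzyme for no effect and DMSO wells lacking enzyme for full effect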
Target sequence (Q9GZR1 628-1112 limits assumed): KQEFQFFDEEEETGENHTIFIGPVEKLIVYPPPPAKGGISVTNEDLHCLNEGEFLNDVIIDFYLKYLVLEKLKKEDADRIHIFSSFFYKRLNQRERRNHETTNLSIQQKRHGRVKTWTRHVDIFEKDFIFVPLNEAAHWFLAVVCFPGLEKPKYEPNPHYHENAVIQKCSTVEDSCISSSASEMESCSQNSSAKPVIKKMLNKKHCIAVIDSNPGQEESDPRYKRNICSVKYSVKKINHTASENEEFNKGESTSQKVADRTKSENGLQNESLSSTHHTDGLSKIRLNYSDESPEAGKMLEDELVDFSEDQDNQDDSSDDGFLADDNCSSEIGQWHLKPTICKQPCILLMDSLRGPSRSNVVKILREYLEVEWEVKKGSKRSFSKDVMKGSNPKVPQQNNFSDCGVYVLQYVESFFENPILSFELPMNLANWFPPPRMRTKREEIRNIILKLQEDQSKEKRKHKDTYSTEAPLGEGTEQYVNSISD
NR3A LBD binder: binders of NR3A ligand-binding domain, primary screen, biophysical, differential scanning fluorimetry, uHTS. NR3A LBD differential scanning fluorimetry, Tm shift; 0% = protein alone, 100% = glycine-bound protein. AID 1259313, 2017. Tm shift relative to glycine control, % at 25 µM. hit rate 2.5% among 340,000. Glutamate receptor ionotropic, NMDA 3A (GRIN3A) ligand-binding domain;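 active means melting temperature shift of at least 10% of the positive control shift, at one fixed dose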
MPTP inh: mitochondrial permeability transition pore inhibitors, primary screen, biochemical, isolated mouse mitochondria, absorbance; Ca2+ swelling absorbance, 30 min; inhibition, % at 10 µM; hit rate 1.4% among 360,000;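 active means inhibition of 50% or more, scaled per plate between neutral and stimulator controls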;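 further: 0% = DMSO wells given calcium and 100% = 1 mM EGTA wells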
SENP7 block: SENP7 protease inhibitors, primary screen, biochemical, luminescence, uHTS. recombinant SENP7, Z-RLRGG-aminoluciferin luminescence, 40 min. AID 434973, 2010. hit rate 1.5% among 330,000. inhibition, % at 5 µM. Sentrin-specific protease 7 (Homo sapiens), Q9BQF6;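 active means inhibition above about 50% at the single test dose, limit read from the data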;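 further: plate controls were DMSO with enzyme for no effect and no enzyme buffer wells for full effect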
Target sequence (Q9BQF6 706-1050 limits assumed): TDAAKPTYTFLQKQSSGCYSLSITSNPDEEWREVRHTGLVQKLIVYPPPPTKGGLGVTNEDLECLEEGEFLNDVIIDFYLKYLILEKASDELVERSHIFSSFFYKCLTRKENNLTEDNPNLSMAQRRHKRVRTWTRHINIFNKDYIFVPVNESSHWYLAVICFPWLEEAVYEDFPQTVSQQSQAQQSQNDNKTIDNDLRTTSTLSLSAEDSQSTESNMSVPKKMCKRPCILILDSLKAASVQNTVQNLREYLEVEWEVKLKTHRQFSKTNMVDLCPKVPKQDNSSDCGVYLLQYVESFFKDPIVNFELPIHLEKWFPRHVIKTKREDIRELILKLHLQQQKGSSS
The depositor's hits bear a star; nt = not tested or not shown; & = joins results of further samples.

Keys: A = ATG4B inh; B = HKDC1 inhibitor; C = PfG6PD inh; D = SENP8 inh; E = SENP6 block; F = NR3A LBD binder; G = MPTP inh; H = SENP7 block
O=C1NN=C(c2ccc(Cl)cc2)CC1c1c[nH]c2ccccc12 (centres undefined)
  A: 8 | B: -6 | C: -8 | D: -30 | E: -21 | F: -24 | G: 0.7 | H: -5
Brc1cc2c(cc1C1OCCCO1)OCO2
  A: 10 | B: -6 | C: 1 | D: 21 | E: nt | F: 0 | G: -0.3 | H: nt
O=C(NC(=S)N1CCOCC1)c1cn(-c2ccccc2)nc1-c1ccc(F)cc1
  A: 0 | B: -1 | C: -11 | D: 6 | E: -14 | F: -1 | G: -2.7 | H: -4
N#CC(C#N)=C1C=CC=CN1/C(=C\c1ccccc1)C(=O)c1cccs1
  A: -8 | B: -6 | C: 47 | D: -276 | E: -3 | F: -2 | G: -1.2 | H: -1
CSCC(C)N1CCC(Oc2cccc(C(=O)NCc3ccccn3)c2)CC1 (centres undefined)
  A: -8 | B: -3 | C: 3 | D: -5 | E: -4 | F: 1 | G: -1.4 | H: -1
O=[N+]([O-])c1ccccc1S(=O)(=O)N1CCCC(C(F)(F)F)C1 (centres undefined)
  A: -2 | B: -6 | C: -15 | D: 14 | E: -24 | F: 4 | G: 0.5 | H: -12
CCN(CC)c1ccc(/C=N/NC(=O)CNC(=O)c2cccnc2)cc1
  A: -14 | B: 3 | C: 14 | D: -319 | E: 5 | F: 1 | G: -0.9 | H: -7
CCOC(=O)C1CCCN(C(=O)Cn2ncc3c([nH]c4ccccc43)c2=O)C1 (centres undefined)
  A: -2 | B: 2 | C: 7 | D: -11 | E: -4 | F: -1 | G: 0.3 | H: 12
O=C(COC(=O)c1cccc(S(=O)(=O)N2CCN(c3ccc(F)cc3)CC2)c1)NCC1CCCO1 (centres undefined)
  A: -4 | B: -2 | C: 4 | D: 17 | E: -7 | F: 1 | G: 2.4 | H: -3
O=C(O)CCc1ccc(-c2cccs2)n1CCc1ccccc1
  A: 37 | B: 0 | C: -25 | D: -376 | E: -18 | F: 1 | G: -2.8 | H: 8
C/C(N)=C(/C#N)C(=O)CSc1nnc(-c2ccc(OC(F)F)cc2)o1
  A: 5&-27 | B: -1&-3 | C: -5&-7 | D: 16&6 | E: -18 | F: -2&-1 | G: 0.5&1.9 | H: -3
Cc1nc2ccc(S(=O)(=O)N(C)CC(=O)NCc3ccc(N(C)C)cc3)cc2s1
  A: -12 | B: 0 | C: 21 | D: 6 | E: 7 | F: 1 | G: -1.1 | H: -4
COC(=O)Nc1ccc(S(=O)(=O)N(CCO)CC(F)(F)C(F)F)cc1
  A: -5 | B: -2 | C: -12 | D: 22 | E: -18 | F: 1 | G: -1.8 | H: -9
Cc1cc(C(=O)Nc2cccc([N+](=O)[O-])c2C)cs1
  A: -2 | B: -5 | C: 16 | D: 2 | E: -6 | F: -5 | G: 1.3 | H: -11
Cc1nn2cc(-c3ccc(N)cc3)nc2s1
  A: -12 | B: -5 | C: -8 | D: -28 | E: -2 | F: -14 | G: -0.1 | H: -1

Other structures:
Keys: A = ATG4B inh; B = HKDC1 inhibitor; C = PfG6PD inh; D = SENP8 inh; E = SENP6 block; F = NR3A LBD binder; G = MPTP inh; H = SENP7 block
CC1CCC(N2CCNCC2)CC1 (centres undefined)
  A: -9 | B: -9 | C: -4 | D: 8 | E: -8 | F: 1 | G: -2.4 | H: -1
O=S(=O)(c1ccc(NC(=S)NCCc2ccccc2)cc1)N1CCOCC1
  A: -18 | B: -4 | C: 10 | D: -2 | E: -3 | F: 24* | G: 67* | H: 4
CCCCCC(=O)N/N=C/c1ccco1
  A: -4 | B: -5 | C: 0 | D: 19 | E: 9 | F: -1 | G: 1.3 | H: 0
CCn1c(C)nc2cc(S(=O)(=O)N3CCCC3)ccc21
  A: -6 | B: 4 | C: 12 | D: 2 | E: -9 | F: 2 | G: -2.3 | H: 8
COc1cccc(Cn2nnc(C(=O)Nc3ccc(C)cc3)c2N)c1
  A: 5 | B: -7 | C: 1 | D: -2 | E: 1 | F: -1 | G: 0.1 | H: -13
Cc1ccccc1N1CCN(C(=S)c2ccc(-c3ccc([N+](=O)[O-])cc3)o2)CC1
  A: -12 | B: -1 | C: 30 | D: -16 | E: -10 | F: 1 | G: 3.4 | H: 11
Clc1ccc(N2CCN(c3cnc4ccccc4n3)CC2)cc1
  A: 4 | B: 1 | C: 4 | D: -21 | E: -6 | F: -2 | G: -5.8 | H: -6
Cc1cc(NC(=O)CN2C(=O)CC(c3ccco3)Sc3ccccc32)no1 (centres undefined)
  A: -11 | B: -5 | C: 35 | D: -63 | E: 1 | F: 0 | G: -0.8 | H: 7
CCc1ccccc1NC(=O)C(CC)Sc1nc2cc3c(cc2c(=O)n1Cc1ccco1)OCO3 (centres undefined)
  A: 2 | B: -4 | C: -12 | D: 9 | E: -3 | F: -2 | G: 2.7 | H: -1
CN(C(=O)c1coc(=O)c2ccccc12)c1ccc(F)cc1
  A: -9 | B: 0 | C: -5 | D: 28 | E: -8 | F: -2 | G: -3.4 | H: -4
O=C(C1CCCN(CCCc2ccccc2)C1)N1CCCCCC1 (centres undefined)
  A: -4 | B: -15 | C: 11 | D: 10 | E: -1 | F: -3 | G: -0.2 | H: 2
On1nnc2ccc3ccccc3c21
  A: -8 | B: -1 | C: 13 | D: -4 | E: 4 | F: -2 | G: 0.7 | H: 9
COc1ccc(OCCC(=O)NCc2ccccc2)cc1
  A: -5 | B: -4 | C: 0 | D: 17 | E: -16 | F: 1 | G: 1.4 | H: -9
C=CC[C@@H](CC(=O)N[C@H](CO)Cc1ccccc1)C(=O)N[C@@H](C)COC(=O)[C@@H](CC=C)Cc1ccc(F)cc1
  A: -8 | B: -1 | C: -5 | D: 6 | E: -2 | F: -1 | G: 0.5 | H: -9
Cc1ccc(S(=O)(=O)N2CCN(c3ccccc3)CC2)cc1C
  A: 7 | B: 3 | C: -9 | D: 26 | E: 4 | F: -2 | G: 1.2 | H: 0

Given with two lines to a compound: entries from further up.
Results follow in this order: ATG4B inh	HKDC1 inhibitor	PfG6PD inh	SENP8 inh	SENP6 block	NR3A LBD binder	MPTP inh	SENP7 block
Cc1cc(NC(=O)CN2C(=O)CC(c3ccco3)Sc3ccccc32)no1 (centres undefined)
  -11	-5	35	-63	1	0	-0.8	7
CCc1ccccc1NC(=O)C(CC)Sc1nc2cc3c(cc2c(=O)n1Cc1ccco1)OCO3 (centres undefined)
  2	-4	-12	9	-3	-2	2.7	-1
CN(C(=O)c1coc(=O)c2ccccc12)c1ccc(F)cc1
  -9	0	-5	28	-8	-2	-3.4	-4
O=C(C1CCCN(CCCc2ccccc2)C1)N1CCCCCC1 (centres undefined)
  -4	-15	11	10	-1	-3	-0.2	2
On1nnc2ccc3ccccc3c21
  -8	-1	13	-4	4	-2	0.7	9
COc1ccc(OCCC(=O)NCc2ccccc2)cc1
  -5	-4	0	17	-16	1	1.4	-9
C=CC[C@@H](CC(=O)N[C@H](CO)Cc1ccccc1)C(=O)N[C@@H](C)COC(=O)[C@@H](CC=C)Cc1ccc(F)cc1
  -8	-1	-5	6	-2	-1	0.5	-9
Cc1ccc(S(=O)(=O)N2CCN(c3ccccc3)CC2)cc1C
  7	3	-9	26	4	-2	1.2	0

Next section:
Keys: A = ATG4B inh; B = HKDC1 inhibitor; C = PfG6PD inh; D = SENP8 inh; E = SENP6 block; F = NR3A LBD binder; G = MPTP inh; H = SENP7 block
O=C(CS(=O)c1ccc(F)cc1)Nc1ccccc1Cl (centres undefined)
  A: -6 | B: -7 | C: -2 | D: 6 | E: -1 | F: -1 | G: -1.8 | H: -2
CCOC(=O)NC(NCc1ccccc1Cl)(C(F)(F)F)C(F)(F)F
  A: 0 | B: 1 | C: 16 | D: 18 | E: 4 | F: -2 | G: 0.2 | H: -1
COc1cc2c(cc1OC)C(c1c(Cl)cccc1Cl)NC(=O)C2 (centres undefined)
  A: -3 | B: -1 | C: -1 | D: 7 | E: 10 | F: 2 | G: 0.3 | H: 2
COc1cccc(N2CCN(Cc3nnnn3C3CCCCC3)CC2)c1
  A: -1 | B: 3 | C: -10 | D: 2 | E: -2 | F: 0 | G: 1.0 | H: 4
CCCC(C(=O)Nc1cccc(S(=O)(=O)N2CCCC2)c1)c1ccccc1 (centres undefined)
  A: -2 | B: 3 | C: 16 | D: 3 | E: 5 | F: -10 | G: 1.1 | H: 2
CCOc1ccc(-c2cc3cc(OC)c(OC)cc3c(C)n2)cc1
  A: 1 | B: 3 | C: 3 | D: -286 | E: 12 | F: 0 | G: 0.4 | H: 2
O=S(=O)(CCN1CCN(c2ccccn2)CC1)c1ccc(F)cc1
  A: -8 | B: -5 | C: 5 | D: 9 | E: 15 | F: -2 | G: 2.2 | H: 9
COc1ccc(CN2CCNC(=O)C2CC(=O)NCCc2nc(C)c3c(n2)CCC3)cc1C (centres undefined)
  A: -3 | B: 4 | C: -2 | D: -26 | E: -1 | F: -3 | G: -1.6 | H: -2
CCCCOC(=O)c1ccc(NC(C)=O)cc1
  A: 4 | B: 0 | C: -1 | D: 16 | E: 4 | F: 7 | G: 1.1 | H: -16
CN(C)CCCOC(=O)N1c2ccccc2C=Cc2ccccc21
  A: 4 | B: -2 | C: -4 | D: 21 | E: -18 | F: -2 | G: -0.1 | H: 5
Cn1c(=O)c2c(nc(SCC(=O)NCc3ccc4c(c3)OCO4)n2Cc2ccc(Cl)cc2)n(C)c1=O
  A: 1 | B: -1 | C: 10 | D: 34 | E: 0 | F: -4 | G: 1.2 | H: 0
Cc1ccccc1N=C1NC(=O)CS1
  A: -10 | B: -1 | C: -1 | D: 2 | E: -8 | F: 3 | G: 2.1 | H: 3
Cc1nc2c(=O)n(-c3cccc(C(F)(F)F)c3)nc(C)c2s1
  A: -13 | B: -2 | C: 8 | D: 4 | E: 1 | F: 3 | G: 1.9 | H: 4
COc1ccc(NC(=O)CSc2nc3ccccc3nc2N2CCCC2)cc1
  A: -7 | B: -2 | C: 14 | D: -171 | E: 11 | F: -5 | G: -1.5 | H: -6
FC(F)(F)c1nc(SCc2ccccc2)n[nH]1
  A: 12 | B: -2 | C: -16 | D: 25 | E: -6 | F: 3 | G: 3.3 | H: 9

Next records.
Keys: A = ATG4B inh; B = HKDC1 inhibitor; C = PfG6PD inh; D = SENP8 inh; E = SENP6 block; F = NR3A LBD binder; G = MPTP inh; H = SENP7 block
OC1(c2nc3ccccc3[nH]2)CCCCC1
  A: 2 | B: 2 | C: -10 | D: 10 | E: -8 | F: -4 | G: -0.2 | H: 6
c1ccc(Oc2nc(NCc3ccco3)nc(NCc3ccco3)n2)cc1
  A: 23 | B: 0 | C: -4 | D: 4 | E: -4 | F: 2 | G: 1.9 | H: 7
COc1ccc(NCc2nnc(SCC(=O)Nc3cc(C(F)(F)F)ccc3Cl)o2)cc1
  A: -14 | B: 3 | C: 16 | D: 27 | E: -6 | F: -18 | G: 5.0 | H: 2
COc1ccc(C2N(c3cc(Cl)ccc3OC)C(=O)C3CCCN32)c(OC)c1 (centres undefined)
  A: -11 | B: -7 | C: 0 | D: 5 | E: -7 | F: 2 | G: -2.3 | H: 0
COc1ccc(C(=O)NCc2ccc3c(c2)OCO3)cc1S(=O)(=O)N1CCCC1
  A: -4 | B: 3 | C: -13 | D: 5 | E: -3 | F: 1 | G: -2.0 | H: 3
Cc1ccccc1C(C(=O)NC1CCCC1)N(C(=O)Cc1cccs1)c1ccc2c(c1)OCCO2 (centres undefined)
  A: -9 | B: -5 | C: -6 | D: 10 | E: 2 | F: -4 | G: 1.3 | H: -1
